High-throughput results from PubChem BioAssay.
HIF-2a block: blocks HIF-2a reporter activity | 786-0 RCC cells HIF-2a reporter, luciferase luminescence, overnight | inhibition, % at 18.8 µM | actives 0.72% (n = 360,000) | AID 624352;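 active = inhibition of the luminescence signal of 40% or more relative to plate controls, in a single-dose primary screen at 18.75 µM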
CaV13 FRET inh: Primary screen for inhibitors of IQ motif and Ca2+-dependent inactivation inhibitor domain binding in CACNA1D, Förster resonance energy transfer in living cells, … | HEK cells, CFP/YFP FRET ICDI-IQ, plate reader, 10 min; percent FRET-ratio fall versus neutral wells | inhibition, % at 12.3 µM | actives 0.098% (n = 340,000);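 active = mean replicate inhibition of at least 30% and at least 1% of replicates passing that level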;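 also: 0% = median of the neutral control wells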
TRPM1 prom inh: MITF TRPM1 promoter inhibition in SK-MEL-5 cells. SK-MEL-5 TRPM1 promoter luciferase, 24 h. inhibition, % at 12.5 µM. actives 0.83% (n = 330,000). AID 488899;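 active = mean inhibition across replicates of 60% or more, whatever share of single replicates reaches that level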; also: values of inactives mirror those of a sister screen read the other way
PDI inh: blocks human protein disulfide isomerase activity. P07237. PDI insulin aggregation turbidity, A650, 90 min. inhibition, % at 10 µM. actives 0.052% (n = 350,000);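 active = mean inhibition across replicates of 30% or more, whatever share of single replicates reach that level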;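 also: absorbance from insulin aggregation driven by PDI reduction with DTT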
Target sequence (P07237 whole entry, looked up): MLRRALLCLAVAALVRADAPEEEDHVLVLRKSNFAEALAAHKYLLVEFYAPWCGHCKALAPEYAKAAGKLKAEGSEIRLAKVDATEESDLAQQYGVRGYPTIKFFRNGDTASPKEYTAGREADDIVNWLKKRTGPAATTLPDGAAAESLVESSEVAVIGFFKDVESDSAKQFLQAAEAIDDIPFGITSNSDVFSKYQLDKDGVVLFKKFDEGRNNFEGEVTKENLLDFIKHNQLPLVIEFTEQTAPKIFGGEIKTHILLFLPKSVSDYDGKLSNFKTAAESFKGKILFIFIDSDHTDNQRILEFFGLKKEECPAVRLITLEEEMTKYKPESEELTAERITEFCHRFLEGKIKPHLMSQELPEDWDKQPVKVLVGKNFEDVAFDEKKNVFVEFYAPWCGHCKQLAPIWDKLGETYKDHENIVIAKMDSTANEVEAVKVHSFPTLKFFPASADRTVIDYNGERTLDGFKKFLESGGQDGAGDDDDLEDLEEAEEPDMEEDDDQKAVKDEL
Exocytosis inh: lytic granule exocytosis inhibition. inhibition, % at 10 µM. TALL-104 LAMP-1 surface exposure, flow cytometry; cells stimulated with thapsigargin and PMA. AID 651702. actives 0.66% (n = 360,000);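 active = inhibition above about 55%, limit read from the data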
iPSC survival up: hiPSC single-cell survival enhancement; ATPlite luminescence; 100% = ROCK inhibitor wells, 0% = DMSO; actives 0.044% (n = 360,000); AID 602274; survival enhancement, % at 20 µM; in the data active = survival enhancement above about 18%;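 also: cells exposed to compounds for 16 hours before the ATP read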
Peg3 promoter: Peg3 promoter activity inhibition | AID 588405 | inhibition, % at 20 µM | actives 1.7% (n = 360,000) | HeLa PEG-Prom luciferase reporter, luminescence, overnight;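 active = inhibition of at least 50% at 20 µM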
NR2E3 ag-1: agonists of human nuclear receptor NR2E3; Q9Y5X4; GST-NR2E3/biotin-RetCOR TR-FRET, 1536-well; inhibition of corepressor binding, % at 4.78 µM; actives 0.12% (n = 320,000); AID 2300;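 active = percent inhibition above the cutoff of mean plus 3 SD of all tested compounds, set per screening campaign, cut at about 20% in these data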;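 also: 0% = DMSO wells and 100% = biotin wells as full block of FRET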
Target sequence (Q9Y5X4 whole entry, looked up): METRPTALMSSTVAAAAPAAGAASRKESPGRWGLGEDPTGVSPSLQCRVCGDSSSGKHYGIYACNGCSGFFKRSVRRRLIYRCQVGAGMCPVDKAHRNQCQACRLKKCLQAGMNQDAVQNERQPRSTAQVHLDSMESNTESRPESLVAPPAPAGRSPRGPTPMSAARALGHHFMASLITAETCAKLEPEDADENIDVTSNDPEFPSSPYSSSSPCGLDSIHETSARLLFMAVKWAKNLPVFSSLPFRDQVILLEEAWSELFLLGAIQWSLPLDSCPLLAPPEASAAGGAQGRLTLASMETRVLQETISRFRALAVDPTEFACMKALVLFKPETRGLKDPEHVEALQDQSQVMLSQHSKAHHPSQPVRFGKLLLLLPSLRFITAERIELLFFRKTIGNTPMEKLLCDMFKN
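System: GST-tagged NR2E3 plus biotinylated RetCOR corepressor; Amount: 1.35 nM GST-tagged NR2E3 final; Dosing: single nominal compound dose of 4.8 µM; Schedule: 5 h incubation at 4 °C; Technique: TR-FRET with europium anti-GST and streptavidin-D2, 340 nm excitation; Controls: biotin wells as high control, 0.6% DMSO wells as low control.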
Vif inh: blocks HIV Vif function; HEK293T cells, Vif self-association by quenched fluorescence, imaging, 24 h; inhibition, % at 7.49 µM; actives 0.35% (n = 340,000); in the data active = inhibition above about 50%, passing the limit was not always enough; also: some results filed as inactive read as strong as hits
NR2E3 ag-2: human photoreceptor-specific nuclear receptor agonism. inhibition of corepressor binding, % at 3.98 µM. actives 0.35% (n = 360,000). CHO-S Gal4-NCOR/VP16-NR2E3 two-hybrid, luciferase. Q9Y5X4. AID 602229;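 active = inhibition above the mean of all tested compounds plus 3 SD, cut at about 70% in these data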;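 also: 0% = DMSO with NR2E3 transfected cells and 100% = cells lacking NR2E3 construct; higher means lower luciferase signal from less NR2E3 corepressor binding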
aDG glyco up: alpha-DG glycosylation activation; Pro5-aDG cells, alpha-DG glycosylation AlphaScreen (IIH6); 0% Pro5, 100% B10-LARGE cell signal; activation, % at 10 µM; actives 0.22% (n = 360,000); AID 624168;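 active = activation of at least 8% versus controls, or a plate z-score of at least 8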;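 also: Pro5 are CHO cells carrying HIG-tagged alpha-DG that lacks glycosylation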
Starred values were filed as active, the others as inactive; · = not tested or not shown.

SMILES	HIF-2a block	CaV13 FRET inh	TRPM1 prom inh	PDI inh	Exocytosis inh	iPSC survival up	Peg3 promoter	NR2E3 ag-1	Vif inh	NR2E3 ag-2	aDG glyco up
CCOC(=O)[C@]12CCCC=C1N(Cc1ccco1)C(=O)[C@H](CC(=O)NCc1cccs1)C2	1	-4	·	·	4	-1.0	·	·	·	13	0.0
Cc1cccc(NC(=O)CSc2nnc(-c3ccccc3)n2N)c1C	-10	-3	7	6	-1	1.3	3	-1	5	-11	0.1
CC(C)(C)c1ccc(C(=O)NN2CCOCC2)cc1	-1	-3	5	0	-1	-0.2	20	-1	-5	-10	-0.1
CCc1ccc(CCC(=O)Nc2ncc(Cc3ccccc3Cl)s2)o1	-16	-14	-2	-8	2	-1.0	5	2	-1	10	-0.1
O=C(NCc1ccco1)c1cccnc1-c1nc2ccccc2s1	12	-5	-2	9	1	0.3	11	-1	-1	-8	0.4
COc1cc(CCC(=O)OCC(=O)Nc2ccccc2C(C)C)cc(OC)c1OC	4	-2	-1	18	-2	-2.4	12	-4	-36	-16	-0.2
O=C(Cn1c(C(F)(F)F)nc2ccccc21)Nc1ccccc1C(=O)O	38	2	9	-5	-6	0.6	12	4	26	4	-0.3
Cc1cc(C)c2nc(C)cc(N/N=C/c3ccc(O)cc3)c2c1	93*	-5	86*	-1	87*	-0.8	108*	-10	-3	-39	-0.6
NC(=O)[C@@H]1CC2(CC(c3cccc(NC(=O)COc4ccc(Cl)cc4)c3)=NO2)CN1C(=O)c1ccccc1 (stereo partly specified)	-14	-13	-2	-2	3	-2.6	-27	-4	-6	-7	0.1
CN(c1ccccc1)c1nc(N)c(C#N)c(CC#N)c1C#N	12	-3	18	-5	-1	-0.6	48	0	-1	-4	-0.2
CCSc1nnc(NC(=O)CCc2ccccc2)s1	-22	·	-27	0	1	2.0	-37	40*	-2	-18	-0.2
CCCS(=O)(=O)Nc1cc(C(F)(F)F)ccc1OCCOC	11	-5	15	10	1	0.2	11	0	3	-17	0.1
COc1ccc(C)c2sc(N3CCCC3)nc12	-12	-4	-5	-3	0	-1.7	19	3	6	-1	0.0
CCOC(=O)CNC(=O)CSc1ccc2nnc(-c3ccc(F)cc3)n2n1	16	4	-4	1	-5	-0.5	11	2	-4	-4	0.0
CC(=O)NNC(=O)CSc1nnc(-c2ccccc2)c(-c2ccccc2)n1	-6	-21	5	6	1	0.2	3	7	2	-1	-0.1

Peg3 promoter, hit marks shown above
Compound,HIF-2a block,CaV13 FRET inh,TRPM1 prom inh,PDI inh,Exocytosis inh,Peg3 promoter,NR2E3 ag-1,Vif inh,NR2E3 ag-2,aDG glyco up
Cc1cc(C)c2nc(C)cc(N/N=C/c3ccc(O)cc3)c2c1,93*,-5,86*,-1,87*,108*,-10,-3,-39,-0.6

3 of the entries above in order of the PDI inh value, highest first.
SMILES | HIF-2a block | CaV13 FRET inh | TRPM1 prom inh | PDI inh | Exocytosis inh | Peg3 promoter | NR2E3 ag-1 | Vif inh | NR2E3 ag-2 | aDG glyco up
CCOC(=O)CNC(=O)CSc1ccc2nnc(-c3ccc(F)cc3)n2n1 | 16 | 4 | -4 | 1 | -5 | 11 | 2 | -4 | -4 | 0.0
NC(=O)[C@@H]1CC2(CC(c3cccc(NC(=O)COc4ccc(Cl)cc4)c3)=NO2)CN1C(=O)c1ccccc1 (stereo partly specified) | -14 | -13 | -2 | -2 | 3 | -27 | -4 | -6 | -7 | 0.1
CN(c1ccccc1)c1nc(N)c(C#N)c(CC#N)c1C#N | 12 | -3 | 18 | -5 | -1 | 48 | 0 | -1 | -4 | -0.2

Following part.
SMILES	HIF-2a block	CaV13 FRET inh	TRPM1 prom inh	PDI inh	Exocytosis inh	iPSC survival up	Peg3 promoter	NR2E3 ag-1	Vif inh	NR2E3 ag-2	aDG glyco up
CC1CCN(C(=O)Cn2nc(C(F)(F)F)c3c2CCCC3)CC1	-7	-3	-1	6	18	-0.3	1	-4	-3	4	-0.3
COc1ccc(CC(=O)NNC(=O)CSc2ccc(C)cc2)cc1	6	0	-6	-1	-2	0.3	-2	0	10	-27	0.0
Cc1noc(C)c1S(=O)(=O)N1CCC(C(=O)NCCc2ccc(S(N)(=O)=O)cc2)CC1	20	·	1	-1	0	-1.2	24	0	5	-6	0.2
Cc1cc(C2=CC(=O)C[C@H](c3ccc(F)cc3)C2)ccc1F	-88	-6	·	-7	9	-3.7	-47	·	-3	-18	0.2
Cc1ccc(C)n1-n1cnc2scc(-c3cccs3)c2c1=O	16	·	0	16	-2	-0.3	26	6	0	-9	0.0
CC1CN(c2ccc(Oc3ccccc3)cc2)c2nc3c(c(=O)[nH]c(=O)n3C)n2C1 (stereo unspecified)	-1	-7	5	0	0	-3.4	1	·	-8	16	0.0
Cc1n[nH]c(C)c1CN(C)C(=O)c1cc(COc2ccc(F)c(F)c2)on1	-30	-6	-19	1	-2	-0.5	-12	0	-6	0	2.1
COCCn1c(Br)nc2c1c(=O)n(C)c(=O)n2C	9	1	9	-6	0	0.7	-6	4	0	14	0.0
O=C(CSc1nc2cc(C(=O)O)ccc2c(=O)n1-c1ccc(F)cc1)Nc1ccc(F)c(F)c1F	12	-4	-17	0	-1	-0.5	1	-1	8	5	0.0
CC(OC(=O)Cc1ccc(F)cc1)C(=O)NCc1ccc2c(c1)OCO2 (stereo unspecified)	8	-14	-1	7	-4	-0.4	-5	2	-10	-19	0.2
CC1=NOC(=O)/C1=C\c1ccc(-c2ccc(Br)cc2)o1	-21	2	79*	5	33	-2.0	89*	·	-9	-56	-0.6
CN(CC(=O)Nc1ccc(F)c(F)c1F)C(=O)c1nn(Cc2ccccc2)c(=O)c2ccccc12	13	-6	4	-3	5	0.9	15	·	-7	-34	-0.2
CCCCc1cc(=O)oc2c(C)c(OCC(=O)NCc3ccccn3)ccc12	8	-7	-16	-2	-3	0.0	2	-4	2	-20	-0.1
COc1ccc2ccccc2c1C1NC(=O)c2ccccc2N1 (stereo unspecified)	6	-5	6	3	14	1.2	6	·	-4	-80	0.4
CCOc1ccc(-c2ccc(C=O)o2)c([N+](=O)[O-])c1	-20	-2	-3	-5	-1	-0.9	-5	-3	-3	-29	-0.2
N#Cc1ccc(Oc2ncccn2)cc1	14	-21	5	10	-5	0.1	-3	2	-3	12	-0.1
CCN(Cc1ccccc1)C(=O)CCc1nc(-c2ccc(C)cc2)no1	2	·	8	-7	4	-0.3	4	3	-1	11	0.7
CC(=O)C1=C(O)C(=O)N(Cc2cccnc2)C1c1ccccc1Cl (stereo unspecified)	9	·	-2	6	0	-2.0	2	-2	4	-9	-0.1
O=S(=O)(Nc1cc(Cl)ccc1-n1cncn1)c1ccc(F)cc1	3	-6	16	-2	-2	4.2	23	2	-5	-7	0.1
COc1ccc(Cl)cc1Cn1c(C)c(C(=O)NCc2ccc(C#N)cc2)sc1=O	4	27	·	8	7	-0.1	21	·	-4	-19	0.3
Cc1ccc(C(=O)CSc2nc(C(C)C)nc3ccccc23)cc1	-8	-4	6	13	0	-1.7	3	1	-2	-3	0.0
COc1ccc(NC(=O)CN(C)C(=O)c2ccc(S(=O)(=O)Nc3ccccc3C)cc2)cc1	8	-5	-11	5	6	-0.4	13	·	1	27	-0.1
CNC(=O)NC(=O)COC(=O)c1n[nH]c2ccccc12	6	-5	-4	0	-2	0.3	0	-1	-16	4	0.0
O=C(NCCC(=O)N1CCN(c2ccc(F)cc2)CC1)c1ccco1	7	-6	-3	2	0	-0.6	4	·	5	-2	-0.1
COc1ccc(NC(=O)COC(=O)CCCc2c[nH]c3ccccc23)cc1OC	-2	-4	6	1	0	0.8	14	3	-3	-32	-0.1
COc1ccc(S(=O)(=O)Nc2ccccc2C(=O)N2CCOCC2)cc1Cl	12	·	15	0	4	0.2	15	-2	8	-24	0.1
CSc1nsc(SCC(=O)Nc2ccc(F)cc2)n1	-168	-3	-36	3	23	1.4	-165	8	0	-1	-0.1
OCC1(CCc2ccccc2)CCN(Cc2ccc3nsnc3c2)CC1	8	-6	-9	-1	-2	-1.6	7	2	2	-20	0.2
O=C1COc2ccc(C(=O)c3ccccc3C(=O)NCc3ccco3)cc2N1	21	·	10	8	1	4.4	8	0	10	8	-0.2
Cc1cc(-c2nnc(SCC(=O)Nc3nc(-c4ccccc4)cs3)o2)no1	-4	-16	-6	7	-1	0.3	-13	1	-4	5	-0.1
Cc1nc(-c2coc3cc(OCC(=O)O)ccc3c2=O)cs1	16	-7	12	8	0	-2.8	14	-3	4	-16	-0.2
CCCCCNC(=O)C(=O)C1C(=O)Nc2ccccc21 (stereo unspecified)	10	2	7	-4	-6	-0.1	1	1	0	13	0.0
CC(=O)c1cccc(NC(=O)NC(C)c2ccc3c(c2)OCO3)c1 (stereo unspecified)	15	-2	-6	-4	-1	0.0	10	2	2	-33	-0.3
Cc1cc(C)cc(NC(=S)NC2CC3CCCC(C2)N3C2CCCC2)c1 (stereo unspecified)	18	-4	-9	4	36	-3.0	-10	0	-3	13	0.7
O=C(c1ccc(-c2ccccc2)cc1)N1CCN(c2ccccn2)CC1	4	-5	8	-4	2	-1.6	14	2	11	3	-0.2
Cc1ccc(SCC(=O)NNC(=O)C2CCCCC2)cc1	-17	-5	14	5	-1	0.4	-8	2	-8	-31	0.0
COc1ccc(NC(C)C(=O)Nc2ccc(C#N)cc2)cc1Cl (stereo unspecified)	13	-3	4	1	-2	-0.9	4	-1	19	4	-0.3
CCNC(=O)C1(C)CCN(Cc2ccc(C(=O)OCC)o2)C1 (stereo unspecified)	7	-10	·	8	-6	3.7	3	·	7	-8	-0.1
CCOc1ccc(S(=O)(=O)Nc2ccc(C(=O)N3CC(C)OC(C)C3)cc2)cc1 (stereo unspecified)	0	-4	3	5	1	1.2	7	2	-15	18	2.1
S=C(Nc1ccc2cn[nH]c2c1)Nc1ccc(Cl)cc1Cl	-62	-5	-10	11	-2	-0.4	-42	-3	-12	-34	-0.1
CCCCn1c(Cc2ccccc2)nnc1SCC(=O)Nc1cc(C)on1	3	-5	2	8	9	0.7	9	6	-9	-30	0.0
O=S(=O)(Nc1ccc2oc(-c3ccccc3)nc2c1)c1ccccc1	-277	-7	-30	-4	1	3.3	-129	3	1	-60	-0.1
CC(=O)NCCCc1c[nH]c2ccc(Cl)cc12	-17	-5	-11	-2	1	-1.2	-23	2	-4	-1	-0.5
Cc1ccc(OCC(=O)N2CCC(C)CC2)c([N+](=O)[O-])n1	-11	-2	12	-2	6	-0.5	4	-1	0	-12	0.0
O=S(=O)(NC1CCCC1)c1ccc(S(=O)(=O)NC2CCCC2)cc1	19	-6	6	3	6	-2.6	14	1	3	-25	0.0
CCc1nc2ccc(C(=O)N3CCNC(=O)C3)cn2c1N(C)CCC(C)C	-4	-5	·	-2	4	-3.7	-2	·	0	-2	0.0
CSc1nc(C)cc(/C=C\c2ccccc2)c1C#N	-27	-4	-6	1	14	2.6	-20	0	-12	-15	-0.3
C=C1C(C(=O)N2CCN(C)CC2)C1C(=O)N1CCN(C)CC1 (stereo unspecified)	0	-9	-6	0	2	0.0	1	4	-5	2	-0.2
